Compound activity as filed in PubChem BioAssay.
bCat KO growth: beta-catenin-lacking colon tumor cell growth suppression; 140,000 compounds, 1.5% hits; viability, % at 10 µM; HCT116 beta-catenin knockout viability, CellTiter-Glo, 60 h; stronger effect = lower value;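 active = viability at or under a set limit, the compound median less 4 SD, cut at about 6% in these data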;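 also: 0% = Hyamine 1622 control at 20 µM and 100% = untreated cell control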
Yeast lifespan up: yeast lifespan extension; AID 775; S. cerevisiae growth with nicotinamide, OD615; deaD strain in restrictive glucose medium; inhibition of the nicotinamide effect, % at 10 µM; 130,000 compounds, 0.68% hits;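 active = inhibition above a set limit, placed 3 SD over the median of all compounds, cut at about 26% in these data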;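 also: 0% = nicotinamide-treated wells and 100% = cells grown without nicotinamide; some compounds called inactive have numbers as strong as hits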
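assay system = DeaD-strain S. cerevisiae | buffer or medium = restrictive glucose medium | reagent = 1.5 mM nicotinamide | compound = 10 µM single point, 0.25% DMSO | incubation = 48 h compound exposure at 30 °C, humidified | signal = OD615 measurement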
NPY Y2 blocker: blocks the human neuropeptide Y Y2 receptor. NPY-Y2 expressing cells, antagonist mode. inhibition, % at 2.7 µM. 140,000 compounds, 0.99% hits. AID 793; in the data active = inhibition above about 17%;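 also: 0% = vehicle with agonist challenge and 100% = reference antagonist with challenge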
Target sequence (P49146 whole entry, looked up): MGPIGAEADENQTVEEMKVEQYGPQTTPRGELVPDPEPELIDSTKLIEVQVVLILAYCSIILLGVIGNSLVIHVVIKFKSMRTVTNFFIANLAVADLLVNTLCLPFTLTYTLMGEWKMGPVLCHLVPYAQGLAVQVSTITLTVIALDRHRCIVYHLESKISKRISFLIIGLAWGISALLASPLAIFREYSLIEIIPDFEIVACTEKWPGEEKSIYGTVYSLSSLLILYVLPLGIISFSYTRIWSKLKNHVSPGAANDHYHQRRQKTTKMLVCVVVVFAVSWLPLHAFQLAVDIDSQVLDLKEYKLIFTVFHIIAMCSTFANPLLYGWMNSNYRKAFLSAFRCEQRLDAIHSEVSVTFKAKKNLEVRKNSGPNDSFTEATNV
GALR2 blocker: GALR2 (human) receptor antagonism. 140,000 compounds, 0.39% hits. GALR2-expressing cells, antagonist mode. inhibition, % at 4 µM. O43603; in the data active = inhibition above about 27%;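 also: cells stimulated with galanin 1-16 at roughly its EC80; 0% = agonist challenge control and 100% = basal control without agonist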
Target sequence (O43603 whole entry, looked up): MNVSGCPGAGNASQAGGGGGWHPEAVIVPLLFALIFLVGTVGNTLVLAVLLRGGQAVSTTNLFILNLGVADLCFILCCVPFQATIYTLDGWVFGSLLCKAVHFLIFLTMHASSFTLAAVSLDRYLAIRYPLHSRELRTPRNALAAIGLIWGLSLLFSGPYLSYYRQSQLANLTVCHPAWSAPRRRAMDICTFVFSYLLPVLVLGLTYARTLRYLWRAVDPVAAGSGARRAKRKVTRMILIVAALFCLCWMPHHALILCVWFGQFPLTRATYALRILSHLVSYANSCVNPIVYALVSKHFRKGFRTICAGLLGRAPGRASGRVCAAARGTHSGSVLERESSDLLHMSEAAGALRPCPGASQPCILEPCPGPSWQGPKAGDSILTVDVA
HCT116 PTEN-null: growth suppressors of cells with PTEN tumor suppressor deletion | HCT116 PTEN-null viability, CellTiter-Glo, 60 h; stronger effect = lower value | viability, % at 10 µM | 140,000 compounds, 1.2% hits | AID 827;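 active = viability at or below a set limit, 4 SD under the median of all tested compounds, cut at about 3.7% in these data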;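 also: PTEN knockout HCT116 line with beta catenin targeted HCT116 as companion control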
BB579 growth dn: chemicals that inhibit yeast BB579 growth in restrictive medium (lifespan-shortening candidates) | inhibition, % at 10 µM | 140,000 compounds, 0.51% hits | S. cerevisiae BB579 growth, OD615, 48 h;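 active = inhibition above a set limit, 3 SD over the mean compound inhibition, cut at about 44% in these data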; also: inactives centre near -24
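Test system: DeaD yeast strain BB579 / Buffer or medium: restrictive glucose-based CSMM-D medium / Doses: single 10 µM dose / Schedule: 4 h cell preincubation, 48 h compound exposure, 30 °C humidified / Technique: culture absorbance at 615 nm / Controls: amphotericin B positive control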
Measles CPE: protection of cells from measles virus. Measles virus-infected cells, CPE protection, absorbance. protection (pct of control), % at 4 µM. 140,000 compounds, 1.5% hits. AID 841; in the data active = protection mostly above about 24%, no sharp cut-off; inactive = mostly below about 26%; also: some compounds called inactive have numbers as strong as hits
Phagocytosis inh: inhibitors of macrophage phagocytosis | J774A.1 macrophage IgG-bead phagocytosis, imaging | inhibition, % at 5 µM | 110,000 compounds, 0.07% hits | AID 1029;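 active = inhibition above the mean of the plate negative controls plus 5 SD, cut at about 13% in these data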;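 also: phagocytic index as fraction of beads internalized from green versus red external bead signal; plate controls were DMSO negative control for no effect and cytochalasin-D positive control for full effect; some results beyond the cut were filed as inactive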
E-sel TNF inh: TNF alpha driven E-selectin expression inhibition | HUVEC TNFa-induced E-selectin immunofluorescence, high content | inhibition, % at 2 µM | 120,000 compounds, 0.71% hits | AID 1246;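 active = inhibition above the batch mean plus 3 SD, and confirmed as a hit on visual image review, cut at about 43% in these data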;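 also: 0% = TNF-stimulated DMSO wells and 100% = unstimulated control wells; not every result past the cut was called active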
MRP-1 activ: activates MRP-1; H69AR cells + doxorubicin, viability rescue, CellTiter-Glo; 140,000 compounds, 0.61% hits; AID 799; viability increase, % at 10 µM;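 active = viability gain under doxorubicin at or above a set limit, the compound median plus 3 SD, cut at about 4.7% in these data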;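 also: MRP-1 overexpressing cells given doxorubicin 25 µM after compound pretreatment; 18-22 h compound pretreatment then 72 h with doxorubicin before readout; 0% = doxorubicin-only wells and 100% = vehicle-treated cells without doxorubicin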
* hit, by the source's call.

Screening CCOc1ccccc1CN1C(=O)NC(C)(c2ccccc2)C1=O (stereo unspecified) returned bCat KO growth 90.3, Yeast lifespan up 10.9, NPY Y2 blocker 9.0, GALR2 blocker 4.8, HCT116 PTEN-null 97.1, BB579 growth dn -75.5, Measles CPE 8.7, E-sel TNF inh 30.7 and MRP-1 activ -1.6.
O=C(Nc1ccc(Cl)cc1)C1C2CCC3C(CCC21)C3(Cl)Cl (stereo unspecified) was read as bCat KO growth 77.0, Yeast lifespan up 1.9, NPY Y2 blocker 4.2, GALR2 blocker -1.1, HCT116 PTEN-null 83.8, BB579 growth dn -4.2, Measles CPE 3.5, E-sel TNF inh -55.2 and MRP-1 activ 1.7.
Screening CN(/N=C/C=C/c1ccccc1)c1cc(=O)n(C)c(=O)[nH]1 returned bCat KO growth 89.0, Yeast lifespan up -4.7, NPY Y2 blocker 0.9, GALR2 blocker 5.9, HCT116 PTEN-null 85.5, BB579 growth dn -9.8, Measles CPE 17.8, Phagocytosis inh -8.2 and MRP-1 activ -2.2.
For COC(=O)c1sc2nc(-c3ccco3)ccc2c1N the results were bCat KO growth 84.9, Yeast lifespan up -24.0, NPY Y2 blocker -2.4, GALR2 blocker 6.0, HCT116 PTEN-null 96.2, BB579 growth dn 4.8, Measles CPE 11.7, Phagocytosis inh -1.1, E-sel TNF inh -54.7 and MRP-1 activ -4.8.
COC(=O)C1=C(C)NC(=O)/C1=C\c1cccs1 was read as bCat KO growth 107.8, Yeast lifespan up -14.3, NPY Y2 blocker -0.4, GALR2 blocker 10.8, HCT116 PTEN-null 91.6, BB579 growth dn 11.7, Measles CPE 5.4, Phagocytosis inh -0.4, E-sel TNF inh 14.9 and MRP-1 activ -3.4.
For CCOc1ccc(S(=O)(=O)N2CCCCCC2)cc1 the results were bCat KO growth 88.1, Yeast lifespan up 0.3, NPY Y2 blocker 1.1, GALR2 blocker -6.8, HCT116 PTEN-null 98.9, BB579 growth dn -55.6, Measles CPE 11.8, Phagocytosis inh 0.2, E-sel TNF inh -33.8 and MRP-1 activ -0.7.
`O=C(Cn1nc(C(F)(F)F)c2c1CCC2)NC1CCCCC1` gave bCat KO growth 95.3, Yeast lifespan up -3.9, NPY Y2 blocker 4.9, GALR2 blocker -2.6, HCT116 PTEN-null 102.9, BB579 growth dn -53.7, Measles CPE 17.2, Phagocytosis inh -0.1, E-sel TNF inh -3.7 and MRP-1 activ -0.4.
CCOc1ccc(S(=O)(=O)Nc2cc(OC)ccc2OC)cc1 was read as bCat KO growth 14.1, Yeast lifespan up -10.8, NPY Y2 blocker 8.4, GALR2 blocker 1.2, HCT116 PTEN-null 8.6, BB579 growth dn -35.4, Measles CPE 5.6, Phagocytosis inh 1.1 and MRP-1 activ -4.6.
`CC1CC(Nc2cccc(O)c2)=CC(=O)O1` (stereo unspecified) gave bCat KO growth 91.0, Yeast lifespan up -4.0, NPY Y2 blocker 0.3, GALR2 blocker 3.5, HCT116 PTEN-null 104.9, BB579 growth dn -11.2, Measles CPE 11.4, Phagocytosis inh -0.2, E-sel TNF inh -1.9 and MRP-1 activ -1.5.
`O=c1[nH]c(-c2ccc(Cl)cc2)nc2c1cnn2-c1ccccc1` gave bCat KO growth 92.9, Yeast lifespan up -4.1, NPY Y2 blocker 1.3, GALR2 blocker 8.5, HCT116 PTEN-null 105.0, BB579 growth dn -6.6, Measles CPE 2.7, Phagocytosis inh -0.9, E-sel TNF inh 31.1 and MRP-1 activ 0.5.
For O=C/C(=C\Nc1ccc(Cl)cn1)c1nc2cc(Cl)ccc2o1 the results were bCat KO growth 68.2, Yeast lifespan up -16.7, NPY Y2 blocker 1.1, GALR2 blocker -9.3, HCT116 PTEN-null 56.2, BB579 growth dn -31.1, Measles CPE 13.6, Phagocytosis inh -0.2 and MRP-1 activ -3.2.
CC(/C=C/c1ccco1)=N/NC(=O)Cc1cccs1 was read as bCat KO growth 99.3, Yeast lifespan up -5.6, NPY Y2 blocker -0.6, GALR2 blocker -14.5, HCT116 PTEN-null 95.0, BB579 growth dn -32.8, Measles CPE 5.0, Phagocytosis inh -2.2, E-sel TNF inh -11.9 and MRP-1 activ -1.0.
`Cc1nc2cc(C(=O)O)ccc2n1-c1ccc(F)cc1F` gave bCat KO growth 100.8, Yeast lifespan up -5.6, NPY Y2 blocker 2.0, GALR2 blocker 4.4, HCT116 PTEN-null 97.6, BB579 growth dn -47.2, Measles CPE 6.4, E-sel TNF inh 12.9 and MRP-1 activ -0.4.
CCC(CO)NC(=O)c1ccc(-c2nn(C)c(=O)c3ccccc23)cc1 (stereo unspecified) was read as bCat KO growth 100.7, Yeast lifespan up -7.3, NPY Y2 blocker 3.1, GALR2 blocker -6.2, HCT116 PTEN-null 93.7, BB579 growth dn -65.3, Measles CPE 10.7, Phagocytosis inh 0.1, E-sel TNF inh 18.5 and MRP-1 activ -0.5.
Screening CCc1ccc(NC(=O)c2sccc2-n2cccc2)cc1 returned bCat KO growth 89.8, Yeast lifespan up -13.7, NPY Y2 blocker 8.1, GALR2 blocker -1.4, HCT116 PTEN-null 84.2, BB579 growth dn -17.1, Measles CPE 4.7, E-sel TNF inh 7.2 and MRP-1 activ -1.8.
`COCP(=O)(c1ccccc1)c1ccccc1` gave bCat KO growth 89.8, Yeast lifespan up -9.4, NPY Y2 blocker 0.0, GALR2 blocker -5.2, HCT116 PTEN-null 100.4, BB579 growth dn -25.6, Measles CPE 4.2, Phagocytosis inh -0.1, E-sel TNF inh 18.7 and MRP-1 activ -0.7.
Screening O=C(NCc1nc2ccccc2[nH]1)c1ccc(Cl)c(S(=O)(=O)N2CCCC2)c1 returned bCat KO growth 86.5, Yeast lifespan up -6.6, NPY Y2 blocker 1.4, GALR2 blocker 3.4, HCT116 PTEN-null 92.9, BB579 growth dn -79.6, Measles CPE 4.0, Phagocytosis inh 0.0, E-sel TNF inh -13.1 and MRP-1 activ -1.5.
Screening CCOC(=O)COc1ccc(-c2nnc(-c3ccccc3)o2)cc1 returned bCat KO growth 91.3, Yeast lifespan up -18.9, NPY Y2 blocker 3.8, GALR2 blocker -4.7, HCT116 PTEN-null 97.8, BB579 growth dn -61.2, Measles CPE 9.1, Phagocytosis inh -2.9, E-sel TNF inh -31.7 and MRP-1 activ 0.8.
Screening CCn1c(C)c(CCC(=O)O)c(=O)n2nc(-c3ccccc3OC)cc12 returned bCat KO growth 86.7, Yeast lifespan up -21.5, NPY Y2 blocker -0.5, GALR2 blocker -11.2, HCT116 PTEN-null 103.7, BB579 growth dn -16.9, Measles CPE 10.1, Phagocytosis inh 5.1, E-sel TNF inh 9.0 and MRP-1 activ 0.6.
`O=C(NNC(=O)c1sccc1-n1cccc1)c1cccc(Cl)c1` gave bCat KO growth 96.1, Yeast lifespan up -14.6, NPY Y2 blocker -0.8, GALR2 blocker 8.4, HCT116 PTEN-null 100.2, BB579 growth dn -47.9, Measles CPE 2.7, Phagocytosis inh 0.2, E-sel TNF inh 1.9 and MRP-1 activ 0.4.

Random excerpt: 2 records from the list, in no set order.
Screening CCc1ccc(NC(=O)c2sccc2-n2cccc2)cc1 returned bCat KO growth 89.8, Yeast lifespan up -13.7, NPY Y2 blocker 8.1, GALR2 blocker -1.4, HCT116 PTEN-null 84.2, BB579 growth dn -17.1, Measles CPE 4.7, E-sel TNF inh 7.2 and MRP-1 activ -1.8.
Screening CCOC(=O)COc1ccc(-c2nnc(-c3ccccc3)o2)cc1 returned bCat KO growth 91.3, Yeast lifespan up -18.9, NPY Y2 blocker 3.8, GALR2 blocker -4.7, HCT116 PTEN-null 97.8, BB579 growth dn -61.2, Measles CPE 9.1, Phagocytosis inh -2.9, E-sel TNF inh -31.7 and MRP-1 activ 0.8.

New compounds follow.
For CCOc1cc(CNCCO)cc(Br)c1OCc1ccc(Cl)cc1Cl the results were bCat KO growth 1.4*, Yeast lifespan up -36.2, NPY Y2 blocker 7.5, GALR2 blocker -11.6, HCT116 PTEN-null 1.5*, BB579 growth dn 95.7*, Measles CPE 5.6, E-sel TNF inh 26.1 and MRP-1 activ -6.1.
Screening CC(C)c1ccc(NC(=O)COC(=O)/C=C/c2cccc(Br)c2)cc1 returned bCat KO growth 91.8, Yeast lifespan up 8.8, NPY Y2 blocker 7.3, GALR2 blocker 2.6, HCT116 PTEN-null 85.7, BB579 growth dn -9.6, Measles CPE 3.1, Phagocytosis inh 0.9 and MRP-1 activ -0.3.
For COC(=O)c1cn[nH]c1NC(=S)Nc1ccccc1C the results were bCat KO growth 106.7, Yeast lifespan up -29.1, NPY Y2 blocker -1.0, GALR2 blocker -3.4, HCT116 PTEN-null 97.0, BB579 growth dn -4.3, Measles CPE 6.4 and MRP-1 activ -2.9.
`Cc1ccc2nc(SCC(=O)Nc3cc(C)on3)[nH]c2c1` gave bCat KO growth 90.2, Yeast lifespan up -13.3, NPY Y2 blocker 0.1, GALR2 blocker -3.9, HCT116 PTEN-null 85.8, BB579 growth dn -2.8, Measles CPE 14.0, Phagocytosis inh -0.5, E-sel TNF inh 5.6 and MRP-1 activ -2.3.
`Cc1cc2c(NCC(C)O)ncnc2s1` (stereo unspecified) gave bCat KO growth 92.4, NPY Y2 blocker 1.1, GALR2 blocker 2.5, HCT116 PTEN-null 81.5, BB579 growth dn -3.8, Measles CPE 24.2, E-sel TNF inh -38.6 and MRP-1 activ -2.4.
`CN(CCOc1ccc(Cl)cc1)c1ccc(S(=O)(=O)N2CCCCC2)cn1` gave bCat KO growth 73.1, Yeast lifespan up -16.0, NPY Y2 blocker 6.2, GALR2 blocker 4.5, HCT116 PTEN-null 77.2, BB579 growth dn -8.7, Measles CPE 34.0, Phagocytosis inh 0.6, E-sel TNF inh 26.8 and MRP-1 activ 1.5.
For O=c1oc(-c2ccc(Br)o2)nc2ccccc12 the results were bCat KO growth 88.2, Yeast lifespan up -0.2, NPY Y2 blocker 2.2, GALR2 blocker -1.9, HCT116 PTEN-null 95.9, BB579 growth dn -31.8, Measles CPE 4.7, Phagocytosis inh -1.0, E-sel TNF inh -4.0 and MRP-1 activ -2.9.
CCC1=[N+]([O-])C(C)(/C(C)=N\O)N(O)C1(C)C (stereo unspecified) was read as bCat KO growth 108.0, Yeast lifespan up 0.0, NPY Y2 blocker -0.1, GALR2 blocker 7.4, HCT116 PTEN-null 116.3, BB579 growth dn -28.0, Measles CPE 13.0, Phagocytosis inh 0.4 and MRP-1 activ -0.1.
